High-throughput results as filed in PubChem BioAssay.
D3 ag: activates the human D3 dopamine receptor; actives 0.58% (n = 410,000); max activation, %; D3R DiscoveRx beta-arrestin cells, luminescence, 90 min; P35462; in the data active means max activation above about 30%; further: 0% is about no effect; mostly tested at two doses, the higher about 12 µM
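Cells at 1500/well, incubated overnight, then treated with pinned compounds (dopamine as control) for 90 min at 37 degrees C. DiscoveRx reagent added for 30 - 60 minutes at room temperature; luminescence read.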
KB-V1 MDR tox: KB-V1 MDR subline cytotoxicity | actives 3.4% (n = 400,000) | Potency, µM (highest dose often 46.1 µM), without a hit: at the top dose activity change, negative = cytotoxicity, hits mostly cytotoxic | KB-V1 MDR cells viability, CellTiter-Glo, 72 h; further: potency means the concentration at half of the fitted maximal effect; on the % scale 0 is the no-effect control and ±100 the full control effect; nearly all actives have a fitted effect of over 60% in size
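In this primary screen, KB-V1 cells overexpressing P-gp are incubated with library compounds (lowest to highest concentration) for 72 h at 37 degrees C before a luminescent ATP viability read.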
TDP-43 yeast inh: TDP-43 toxicity inhibition in yeast | AID 652104 | TDP-43 expressing yeast growth rescue, BacTiter-Glo, 24 h | actives 1.8% (n = 410,000) | Potency, µM (series often up to 46.1 µM), inactives show top-dose growth rescue (activation), hits mostly activators; further: potency means the concentration at half of the fitted maximal effect; % of control where 0% means no effect; nearly all actives have a fitted effect of over 50% in size
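Readout is BacTiter-Glo luminescence of cell growth, so inhibitors register as activators. TDP-43-expressing yeast at OD600=0.02 in galactose medium, after raffinose pregrowth to mid-log, were incubated with compound for 24 hr at 30 deg C.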
aSyn yeast inh: rescues yeast growth from alpha-synuclein toxicity; Yeast expressing alpha-synuclein, growth rescue, BacTiter-Glo, 24 h; Potency, µM (highest dose often 46.1 µM), inactives show at the top dose growth rescue (activation), usual class: activators; actives 0.14% (n = 370,000); further: potency means the concentration at half of the fitted maximal effect; % of control where 0% means no effect; nearly all actives have a fitted effect of over 65% in size
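Readout is rescue of growth in alpha-synuclein-expressing yeast, so inhibitors of toxicity appear as activators. Growth after 24 hr at 30 deg C in galactose medium is quantified by luminescence.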
D3 antag: blocks the human D3 dopamine receptor; D3R cells, DiscoveRx beta-arrestin luminescence, antagonist mode; stronger effect = lower value; max response, negative = inhibition, %; actives 2.5% (n = 360,000); P35462; in the data active means max response below about -50%; inconclusive means no clear call, values can overlap the other calls; further: on the % scale 0 is the no-effect control and ±100 the full control effect; mostly tested at two doses, the higher about 12 µM
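Cells expressing the human receptor were seeded at 1500 cells/well, incubated overnight at 37 degrees C in 5% CO2, then exposed to library compounds with dopamine controls for 90 minutes at 37 degrees C before luminescent detection.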
PTHR1 agonist: PTHR1 (human) receptor agonism; HEK293 GP2 PTHR1 cells, GloSensor cAMP luminescence, 1 h; actives 0.075% (n = 410,000); Q03431; AID 743266; Potency, µM (doses to about 115 µM), for inactives: top-dose activation, actives largely listed as activators; further: potency means the concentration at half of the fitted maximal effect; nearly all actives have a fitted effect of over 55% in size; some results filed as inactive show a strong effect at the top dose; inactives centre near -15; many of its hits are not listed in these tables
Target sequence (Q03431 whole entry, looked up): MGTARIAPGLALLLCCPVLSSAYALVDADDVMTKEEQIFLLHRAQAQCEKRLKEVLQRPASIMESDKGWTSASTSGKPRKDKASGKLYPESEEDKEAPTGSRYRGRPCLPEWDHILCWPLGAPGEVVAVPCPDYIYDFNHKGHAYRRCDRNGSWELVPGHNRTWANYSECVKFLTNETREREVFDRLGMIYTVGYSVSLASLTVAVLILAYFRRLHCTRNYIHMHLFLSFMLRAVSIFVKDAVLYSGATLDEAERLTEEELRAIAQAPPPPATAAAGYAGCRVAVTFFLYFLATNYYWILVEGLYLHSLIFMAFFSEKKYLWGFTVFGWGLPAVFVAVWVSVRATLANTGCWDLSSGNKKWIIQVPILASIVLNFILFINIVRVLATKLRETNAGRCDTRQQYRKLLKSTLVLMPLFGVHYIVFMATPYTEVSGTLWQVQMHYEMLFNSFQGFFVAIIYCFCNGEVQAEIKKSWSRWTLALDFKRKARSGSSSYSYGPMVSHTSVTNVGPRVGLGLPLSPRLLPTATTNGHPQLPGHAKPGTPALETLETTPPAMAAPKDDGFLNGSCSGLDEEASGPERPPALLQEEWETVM
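HEK-293-derived GP2 cells expressing PTHR1 and a GloSensor cAMP reporter, 3,000/well, plated overnight, given luciferin plus IBMX (each 0.5 mM as added) for 1 h at 37 °C, then compound for 1 h at 37 °C. Luminescence was read after 15 min at room temperature.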
GLP1R inv ag: inverse agonists of human GLP-1 receptor | HEK293 GLP-1R CRE-luciferase, luminescence, 24 h; GLP-1R form is constitutively active | Potency, µM (highest dose often 38.3 µM), inactives show at the top dose activity change, negative = inhibition, usual class: inhibitors | actives 1.6% (n = 410,000) | AID 624417; further: potency means the concentration at half of the fitted maximal effect; on the % scale 0 is the no-effect control and ±100 the full control effect; nearly all actives have a fitted effect of over 55% in size
Target sequence (P43220 whole entry, looked up): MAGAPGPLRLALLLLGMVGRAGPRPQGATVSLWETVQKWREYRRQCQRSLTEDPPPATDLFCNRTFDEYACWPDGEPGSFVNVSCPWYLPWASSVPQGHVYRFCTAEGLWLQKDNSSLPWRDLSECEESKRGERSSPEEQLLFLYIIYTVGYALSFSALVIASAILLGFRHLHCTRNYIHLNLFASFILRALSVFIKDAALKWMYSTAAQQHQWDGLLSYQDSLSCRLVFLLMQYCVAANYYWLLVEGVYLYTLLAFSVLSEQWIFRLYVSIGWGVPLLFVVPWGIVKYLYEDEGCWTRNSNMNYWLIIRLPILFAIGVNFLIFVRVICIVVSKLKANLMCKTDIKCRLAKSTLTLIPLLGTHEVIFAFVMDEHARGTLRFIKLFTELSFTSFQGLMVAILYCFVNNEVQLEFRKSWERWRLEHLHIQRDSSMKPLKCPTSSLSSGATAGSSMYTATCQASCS
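Constitutively active GLP-1R drives a cAMP-responsive luciferase in stably transfected HEK293 cells; test compounds are added after overnight (12 h) attachment and left 24 hr, and signal loss in luminescence marks inhibition.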
GLP1R cytotox: cytotoxicity in counter-screen for GLP-1R inverse agonists; HEK293 cAMP-luciferase reporter cells, luminescence, 24 h; Potency, µM (highest dose often 38.3 µM), for the others: at the top dose activity change, negative = inhibition, usual class: inhibitors; actives 0.13% (n = 410,000);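 further: loss of luciferase light is scored as toxicity; potency means the concentration at half of the fitted maximal effect; on the % scale 0 is the no-effect control and ±100 the full control effect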
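To flag toxic compounds, the library was rerun on cells for 24 hr at 37 deg C and 5% CO2. Viability-linked luminescence was captured 12 min after adding luciferase detection reagent.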
GLP-1R agonist: activates the human GLP-1 receptor; P43220; HEK293 GLP-1R CRE-luciferase, luminescence, 4-6 h; cells express a hypersensitive GLP-1R form; Potency, µM (top dose mostly 45.6 µM), without a hit: at the top dose activation, usual class: activators; actives 0.007% (n = 380,000); AID 624172; further: potency means the concentration at half of the fitted maximal effect; % of control where 0% means no effect
* marks the source's active call; other numbers are inactive results; i = inactive; u = inconclusive; x = not tested or not shown; & = joins results of further samples; [ ] = dose if it differs, or a comment. Unless noted, the call rests on the fitted dose curve; in most records, active means well fitted curve in the direction sought with a large enough effect; inconclusive means small, poorly fitted or top-dose-only effect, or another doubt; inactive means no such curve, though single readings can be large; an effect the other way counts as inactive or inconclusive. A portion of the library (hit frequency here may not be typical).

structure	D3 ag	KB-V1 MDR tox	TDP-43 yeast inh	aSyn yeast inh	D3 antag	PTHR1 agonist	GLP1R inv ag	GLP1R cytotox	GLP-1R agonist
CCOc1ccc(CN2CCN(Cc3ccc(C)o3)CC2CCO)cc1 (stereo not drawn)	-6	4%	3%	3%	-3	i	9%	1%	2%
Cc1nc2nc(C)c(NS(=O)(=O)c3ccc(CC(C)C)cc3)c(=O)n2[nH]1	-1&2	u	-21%&17%	-3%	-12	-1%	22%&3%	0%&4%	7%
Cn1c(=O)c2c(ncn2CC(=O)OCC(=O)Nc2ccccc2)n(C)c1=O	7	u	-6%	-4%	-8	i	4%	-6%	-5%
Cc1ccc(CC(=O)Nc2cccc([N+](=O)[O-])c2)cc1	0	4%	11%	2%	-5	i	-30%	3%	4%
COc1ccc(NC(=O)CCS(=O)(=O)c2nc(-c3ccc4c(c3)OCO4)cc(C(F)(F)F)n2)cc1	-30	x	u	x	x	-18%	11%	-14%	x
Cc1ccc(-c2onc3ccc(C(=O)O)cc23)cc1	-6	0%	-25%	9%	-10	i	5%	2%	-1%
CC1=C(C(=O)N2CCCC(C(=O)c3cccc4ccccc34)C2)OCCO1 (stereo not drawn)	2	-22%	20%	-5%	-1	-49%[inhibitor]	-26%	-30%	10%
CCOC(=O)N1CCN(c2cc(=O)n(-c3ccc(OCC)cc3)c(=O)[nH]2)CC1	20	4%	-11%	0%	6	i	0%	6%	-12%
CCN(C(=O)C(C)Cl)c1ccccc1 (stereo not drawn)	4	6%	7%[9.22 µM]	-6%	0	-3%	7%	1%	0%
CC(=O)Nc1ccc(NC(=O)CSc2nc3nc(-c4cccs4)cc(C(F)(F)F)c3c(=O)[nH]2)cc1	-5	u	-16%	-8%	-17	-20%	0%	1%	-3%
CCCCn1c(O)c(N=NC(=O)c2ccco2)c2ccccc21	-5	16µM*	-5%	-12%	13	-15%	-3%	-21%	0%
N#Cc1cccc(NC(=O)c2cc(C3CCCCN3S(=O)(=O)c3cccc4cccnc34)on2)c1 (stereo not drawn)	2	3%	u	2%	0	-79%[inhibitor]	u	-2%	11%
COc1ccc(-c2ccc(NC(=O)c3ccco3)cc2)nn1	-2	u	-4%	-48%[inhibitor]	2	-22%	7.1µM*	17%	-1%
O=C(Nc1ccccc1)OCCOc1ccc(Cl)cc1Cl	2	-4%	-1%	12%	5	-20%	u	5%	22%
N#C/C(=N\Nc1ccc(Cl)cc1)C(N)=S	11	18%	u	-16%	10	-26%	u	u	-6%
O=c1cc(CNCCCO)c2ccccc2[nH]1	-1	2%	-1%	-7%	-1	-1%	7%	1%	0%
COc1ccc(CN2C(=O)C(CC(C)C)Nc3ncnc(N4CCN(c5ccccc5)CC4)c32)cc1 (stereo not drawn)	-8&-7	-6%&-26%	-19%&-3%	13%&12%	-10&0	20%	u	5%&4%	-4%&-4%
COc1cccc(CNC(=O)[C@@H]2CCCN2C(=O)[C@H]2CCCCN2C(=O)c2cccc3ccccc23)c1	6	-8%	17%	3%	13	i	-16%	5%	6%
CC(=O)c1ccc(NC(=O)CCCc2nc(-c3cccc(C)c3)no2)cc1	2	1%	0%	x	x	-16%	-1%	5%	x
CCOc1ccc2nc(N3CCCC(C(=O)NCc4ccc(C)cc4)C3)sc2c1 (stereo not drawn)	8	-7%	3%	x	x	i	3%	-3%	x
CCCn1c(=O)c2sccc2n2c(CCCC(=O)N3CCN(c4ccccc4)CC3)nnc12	2	x	5%	x	x	-11%	-1%	-5%	x
O=C(NCC(O)c1ccccc1)c1cccs1 (stereo not drawn)	-6	-8%	-4%	-6%	-4	-3%	1%	1%	-5%
CCC1OC(C(C)C)Cc2[nH][nH]c(=O)c21 (stereo not drawn)	-4	-21%	18%	-2%	0	i	-27%	2%	6%
Cc1cc(C)nc(SCC(N)=O)n1	-7	2%	-29%	-12%	0	-2%	11%	13%	2%
CCC(C(=O)OCc1cc(=O)n2nc(C)sc2n1)c1ccccc1 (stereo not drawn)	0	-2%	9%	x	x	-16%	8%	0%	x
COc1cc(NC(=O)c2nn(-c3ccc(C)cc3)c(=O)c3c2c2ccccc2n3C)cc(OC)c1OC	-2	7%	20%	x	x	-14%	-1%	23%	x
Cc1ccc(NC(=O)CN(C)C(=O)CSc2nc(C)cs2)cc1	-18	-28%	0%	0%	-62*	i	-11%	6%	7%
O=S(=O)(Nc1ccc(S(=O)(=O)Nc2ccccc2)cc1)c1ccccc1	-3	7%	12%	8%	13	-3%	0%	4%	-2%
Cc1ccccc1OCCN1C(=O)NC2(CCCc3ccccc32)C1=O (stereo not drawn)	0	u	19%	2%	11	i	u	4%	-8%
CCOc1ccc(NC(=O)CN2CCN(c3ccc(F)cc3)CC2)cc1S(=O)(=O)N1CCCC1	1	-16%	-5%	-5%	-20	i	u	-16%	-4%

Some of these compounds in order of length of the SMILES, highest first:
structure	D3 ag	KB-V1 MDR tox	TDP-43 yeast inh	aSyn yeast inh	D3 antag	PTHR1 agonist	GLP1R inv ag	GLP1R cytotox	GLP-1R agonist
Cc1nc2nc(C)c(NS(=O)(=O)c3ccc(CC(C)C)cc3)c(=O)n2[nH]1	-1&2	u	-21%&17%	-3%	-12	-1%	22%&3%	0%&4%	7%
CCCCn1c(O)c(N=NC(=O)c2ccco2)c2ccccc21	-5	16µM*	-5%	-12%	13	-15%	-3%	-21%	0%
Cc1cc(C)nc(SCC(N)=O)n1	-7	2%	-29%	-12%	0	-2%	11%	13%	2%

Further entries.
structure	D3 ag	KB-V1 MDR tox	TDP-43 yeast inh	aSyn yeast inh	D3 antag	PTHR1 agonist	GLP1R inv ag	GLP1R cytotox	GLP-1R agonist
CN1CCCN(S(=O)(=O)c2cccc(Cl)c2Cl)CC1	-6	2%	-4%[0.397 µM]	-7%	-3	i	u	-4%	13%
COC(=O)c1cc2nc(-c3ccccc3)cc(C)n2n1	2	0%	28%	9%	14	-6%	14%	-3%	1%
C1=C(CCNC2=NCCCCC2)CCCC1	-18	-5%	-11%	0%	0	-22%[57.5 µM]	7%	24%	-1%
CCOC(=O)C1CCCN(CC(O)COc2ccccc2C(C)=O)C1 (stereo not drawn)	-6	u	24%	-1%	u	-2%[57.5 µM]	0%	0%	-12%
COc1ccc(N2C(=O)CSC2c2ccncc2)cc1 (stereo not drawn)	0	-2%	7%	-1%	-3	i	-6%	-4%	-10%
Cc1cc(C)n2ncc(-c3cccc(Br)c3)c2n1	-4	-18%	u	4%	26	-47%[inhibitor]	u	33%[activator]	23%
CCOc1ccc2nc(NC(=O)CSCC(=O)Nc3cc(C)on3)sc2c1	15	7%	11%	-4%	10	i	10%	-5%	11%
CCOC(=O)CSC1=C(C#N)C(c2sccc2C)CC(=O)N1 (stereo not drawn)	32*	u	0%	2%	13	10%[57.5 µM]	0%	u	33%
CC(Sc1nc(NCc2ccccc2)nc(N2CCOCC2)n1)C(=O)Nc1ccccc1 (stereo not drawn)	-10	-17%	-9%	-2%	-6	i	13%	-8%	6%
COc1cc(Cl)ccc1OCc1cc(C(=O)N2CCN(C)CC2)no1	-9	-19%	-4%	-4%	-10	i	-2%	-2%	-1%
CCCC(=O)Nc1ccc(Cl)c(NC(=O)c2cccnc2Cl)c1	-10	1%	-9%	-10%	-14	u	16%	7%	8%
COC(=O)Nc1ccc(S(=O)(=O)N2CCC(C(=O)NC3CCCCC3)CC2)cc1	2	-14%	-7%	-3%	-9	-5%	3%	3%	6%
CCCc1nnc(SCC(=O)Nc2ccc(Cl)cc2Cl)o1	-4	20%	7%	2%	3	-2%	11%	-4%	7%
CCOC(=O)C1C(=O)OC2(CCOC(C)(C)C2)C1C(=O)OCC (stereo not drawn)	-4	0%	2%	7%	-11	i	-12%	-9%	9%
CCc1cc2c(N3CCN(C(=O)c4ccco4)CC3)ncnc2s1	0	u	u	1%	15	-40%[inhibitor]	-4%[0.307 µM]	-2%[0.307 µM]	-1%
Nc1ccn(CCCNCC(c2ccccc2)c2ccccc2)c(=O)n1	-1	5%	20%	4%	-3	-21%	12%	42%[activator]	-3%
COc1ccc(C2=NN(C(C#N)c3ccc(OC)c(OC)c3)C(c3ccccc3)C2)cc1 (stereo not drawn)	-4	3%	u	-1%	19	-34%[inhibitor]	u	-3%	10%
O=C(CCn1ccc2cc(S(=O)(=O)N3CCCC3)ccc21)NCc1cccc(Cl)c1	-2	1%	17%	x	x	i	-27%	0%	x
COc1ccc(S(=O)(=O)N(C)c2ccc(C(=O)NCc3ccccn3)cc2)cc1	2	u	8%	0%	8	-25%	11%	-5%	15%
Nc1nonc1-n1nnc(C(=O)N/N=C/c2ccc(OCc3ccccc3F)cc2)c1CNc1ccccc1	5	u	15%	0%	13	i	-17%	-24%	2%
COc1ccccc1N1C(=O)C(=O)N(C)C1=O	0	26%	20%	0%	-3	i	8%	7%	0%
CC1CCCC(C)N1C(=O)CSc1nnc(-c2cccs2)o1 (stereo not drawn)	10	-17%	15%	1%	7	-12%[57.5 µM]	10%	-3%	4%
COC(=O)[C@@]1(C)CC[C@]2(C)CC[C@@]3(C)C(=CC(=O)C4[C@@]5(C)CC[C@H](O)C(C)(C)[C@@H]5CC[C@]43C)[C@H]2C1 (stereo partly drawn)	13	u	8%	-7%	1	-12%	15%	5%	7%
O=C(NCCN1C(=O)C2C3C=CC(C3)C2C1=O)Nc1cccnc1 (stereo not drawn)	-3	1%	2%	-11%	-1	-6%	20%	6%	-2%
COc1ccc(C(=O)Nc2nnc(SCc3cc(=O)c4cccc(F)c4[nH]3)s2)cc1	-1	x	-20%	x	x	-85%[inhibitor]	0%	-1%	x
